Screens deposited in PubChem by National Center for Advancing Translational Sciences (NCATS).
SNCA expr inh: Primary qHTS assay for inhibitors of alpha-synuclein gene (SNCA) expression. HEK-293 SNCA-luciferase knock-in, luminescence, 24 h. Potency, µM (series often up to 57.2 µM), for the others: at the top dose activity change, negative = inhibition, hits mostly inhibitors. 140,000 tested, 0.17% active;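 further: potency means the concentration at half of the fitted maximal effect; plate controls were DMSO cells for no effect and cell-free wells for full effect; nearly all actives have a fitted effect of over 45% in size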
HEK cytotox: Cytotoxic Profiling in HEK 293 Cell Line of Diverse Libraries Using Quantitative High-Throughput Screening. HEK 293 viability, ATP luminescence (CellTiter-Glo), 48-72 h. Potency, µM (series often up to 115 µM), for inactives: top-dose activity change, negative = cytotoxicity, actives largely listed as inhibitors. 94,000 tested, 6.6% active. AID 1345083, 2018; further: potency means the concentration at half of the fitted maximal effect; nearly all actives have a fitted effect of over 60% in size
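Pintool-delivered compounds were incubated with HEK 293 cells (250 cells/well) at 37 degree Celsius for 48 or 72 hr. ATP-dependent luminescence (CellTiter-Glo) then reported remaining viable cells.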
NIH3T3 tox: Cytotoxic Profiling in NIH 3T3 Cell Line of Diverse Libraries Using Quantitative High-Throughput Screening; NIH 3T3 viability, CellTiter-Glo ATP luminescence, 48-72 h; Potency, µM (top dose mostly 96.7 µM), for the others: top-dose activity change, negative = cytotoxicity, usual class: inhibitors; 94,000 tested, 4.3% active; further: potency means the concentration at half of the fitted maximal effect; nearly all actives have a fitted effect of over 55% in size
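Viability of NIH 3T3 cells after 48 or 72 hr compound treatment at 37 °C was assessed by CellTiter-Glo, with luminescence imaged following a 10 min room-temperature step.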
IP6K1 inhibitor: Primary qHTS assay for small molecule inhibitors of Inositol hexaphosphate kinase 1 (IP6K1); Inositol hexakisphosphate kinase 1 (Homo sapiens), Q92551; IP6K1 kinase, ADP-Glo luminescence, 2 h; active compounds read low; activity change, % (series mostly up to about 58 µM); 140,000 tested, 0.81% active; in the data active means activity change below about -25%
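ADP-Glo luminescence measures ADP made by human IP6K1 during a 2 h RT reaction with ATP/IP6 (mix at 1.3 mM/130 uM); top library doses 57.5 and 19.1 uM final.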
FLuc inh: Firefly luciferase inhibition profiling of diverse chemical library using quantitative high-throughput screening | purified P. pyralis luciferase, luminescence, biochemical | AID 1347043, 2019 | 76,000 tested, 2.5% active | Potency, µM (doses to about 115 µM), without a hit: at the highest dose activity change, negative = inhibition, hits mostly inhibitors | Luciferin 4-monooxygenase (Photinus pyralis), P08659; further: potency means the concentration at half of the fitted maximal effect; nearly all actives have a fitted effect of over 65% in size
Target sequence (P08659 whole entry, looked up): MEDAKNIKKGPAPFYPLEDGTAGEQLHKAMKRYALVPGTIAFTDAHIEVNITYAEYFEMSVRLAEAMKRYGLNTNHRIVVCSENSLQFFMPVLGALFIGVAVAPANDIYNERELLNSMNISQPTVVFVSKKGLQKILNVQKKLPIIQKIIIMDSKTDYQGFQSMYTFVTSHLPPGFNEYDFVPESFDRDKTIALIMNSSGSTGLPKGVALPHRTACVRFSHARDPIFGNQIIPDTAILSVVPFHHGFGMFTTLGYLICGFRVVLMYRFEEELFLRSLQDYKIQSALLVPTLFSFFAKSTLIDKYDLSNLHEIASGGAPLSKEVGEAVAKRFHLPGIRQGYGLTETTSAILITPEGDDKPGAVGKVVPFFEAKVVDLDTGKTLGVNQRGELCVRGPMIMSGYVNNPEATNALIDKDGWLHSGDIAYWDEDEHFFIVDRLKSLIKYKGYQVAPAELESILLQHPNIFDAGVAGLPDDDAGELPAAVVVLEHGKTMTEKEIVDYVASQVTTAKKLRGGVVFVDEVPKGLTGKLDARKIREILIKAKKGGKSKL
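Inhibitors were tested against purified firefly luciferase in a biochemical, low-substrate format (both substrates at 10uM) and luminescence measured with a CCD imager.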
GPT2 inh: Primary qHTS assay for inhibitors of Glutamate pyruvate transaminase 2 (GPT2); AID 1671188, 2021; 100,000 tested, 0.25% active; Potency, µM (titrated, usually from 57.7 µM), for inactives: top-dose activity change, negative = inhibition, most hits filed as inhibitors; Alanine aminotransferase 2 (Homo sapiens), Q8TD30; Recombinant GPT2, coupled pyruvate oxidase/HRP Amplex Red fluorescence; further: potency means the concentration at half of the fitted maximal effect; nearly all actives have a fitted effect of over 60% in size; many of its hits are not listed in these tables
Target sequence (Q8TD30 whole entry, looked up): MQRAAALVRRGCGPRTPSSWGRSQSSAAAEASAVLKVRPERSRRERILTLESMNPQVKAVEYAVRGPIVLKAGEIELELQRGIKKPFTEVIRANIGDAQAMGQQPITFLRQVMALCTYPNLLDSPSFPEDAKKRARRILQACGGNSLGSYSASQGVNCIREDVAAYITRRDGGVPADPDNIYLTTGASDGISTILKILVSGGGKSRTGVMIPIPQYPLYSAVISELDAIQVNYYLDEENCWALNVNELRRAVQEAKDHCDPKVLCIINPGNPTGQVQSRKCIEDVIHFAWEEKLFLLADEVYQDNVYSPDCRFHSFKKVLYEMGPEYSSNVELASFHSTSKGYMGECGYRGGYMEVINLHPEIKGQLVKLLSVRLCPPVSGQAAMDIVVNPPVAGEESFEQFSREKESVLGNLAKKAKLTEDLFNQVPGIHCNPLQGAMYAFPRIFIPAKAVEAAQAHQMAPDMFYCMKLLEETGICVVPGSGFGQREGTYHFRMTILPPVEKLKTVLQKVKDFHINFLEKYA
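GPT2 10ng/uL, a-KG 250uM, L-Ala 2mM, HEPES pH7.5 + 0.0001% Tween; 30 min RT. Then Amplex mix (PO/HRP/ThPP), 30 min RT dark, fluorescence. AOA 50uM used as positive control.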
SNCA viab count: GF-AFC viability counterscreen for inhibitors of alpha-synuclein gene (SNCA) expression | AID 1671193, 2021 | HEK-293-SNCA-luc viability, GF-AFC fluorescence, 24 h | 150,000 tested, 0.12% active | Potency, µM (series often up to 57.1 µM), for the others: at the highest dose activity change, negative = cytotoxicity, usual class: cytotoxic;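 further: potency means the concentration at half of the fitted maximal effect; 0% = DMSO-treated cells and -100% = medium-only wells without cells; nearly all actives have a fitted effect of over 30% in size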
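HEK-293-SNCA-luc cells (1500/well) plated 24 h, then exposed 24 h to a dilution series; GF-AFC added 30 min at 37C, fluorescence 405/540 nm; normalised to medium-only and DMSO wells, Hill fit.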
Numbers without * were called inactive; i = inactive; ? = inconclusive; · = no result given; & = joins results of further samples; [ ] = dose if it differs, or a comment. Unless noted, the call rests on the fitted dose curve; in most records, active means well fitted curve in the direction sought with a large enough effect; inconclusive means small, poorly fitted or top-dose-only effect, or another doubt; inactive means no such curve, though single readings can be large; an effect the other way counts as inactive or inconclusive. Unless noted, on the % scale 0 is the no-effect control and ±100 the full control effect. Only part of the results is shown (hit frequency here may not be typical).

Order of results – SNCA expr inh	HEK cytotox	NIH3T3 tox	IP6K1 inhibitor	FLuc inh	GPT2 inh	SNCA viab count
CC(C)NC(=O)NCc1nnc2n1C(C(=O)NC(C)C)CC2 (stereo not given)
  -14%	i	i	6	·	i	1%
CCOc1ccc2c(c1)c(=O)c(C(=O)c1ccc(CC)cc1)cn2CC(=O)Nc1cccc(Cl)c1
  -5%	·	·	-19	·	·	9%
COC(=O)[C@@H](C)NC(=O)[C@H]1CN(C(=O)Nc2ccccc2)CCN1C(=O)NC(C)C
  10%[87.6 µM]	0%[172 µM]	-3%[174 µM]	-6	15%[172 µM]	-11%[88.5 µM]	2%[87.6 µM]
COc1cccc(-c2ccc(C(=O)NCCNC(=O)c3ccccc3OC)cc2)c1
  ·	?	?	-2	·	·	·
CCc1cccc(-n2nnc(S(=O)(=O)c3ccc(OC)cc3)c2C)c1
  -2%	·	·	-5	·	·	-2%
COc1ccc(CCCc2nnc(SCC(=O)Nc3ccc(C)cc3)o2)cc1C
  -2%	·	·	-12	·	·	-5%
Cn1ncc2c(Nc3cccc(F)c3)ncnc21
  18%	·	·	-28*	·	·	4%
O=S(=O)(NCC(c1ccco1)N1CCOCC1)c1ccc(F)cc1 (stereo not given)
  11%	·	·	4	·	·	2%
COc1cc(Nc2ccc([N+](=O)[O-])cc2C(=O)O)cc2ccccc12
  ·	·	·	-25*	·	2%	-15%
COc1ccccc1OCC(=O)NCC1CCCN(Cc2ccc(C3CCCC3)s2)C1 (stereo not given)
  13%	?	?	4	-9%	-2%	5%
Cc1cnn(C2(C(=O)O)CCN(S(=O)(=O)c3ccccc3)CC2)c1
  -21%	i	i	11	-6%	i	0%
CCc1ccccc1NC(=O)N1CCC2(CC1)SCC(=O)N2Cc1ccco1
  5%	-19%	-21%	-6	-2%	-19%	6%
Cc1nn(CCCC(=O)Nc2ccccc2C(F)(F)F)c(=O)c2c1sc1ccccc12
  22%	·	·	11	·	·	14%
NS(=O)(=O)c1ccc(NC(=O)c2cc(-c3cccs3)nc3ccccc23)cc1
  6%	·	·	-1	·	·	-21%
c1cnc2nc(-c3c[nH]c4ccccc34)[nH]c2c1
  184%&84%[activator][87.6 µM]	?	?	0&-21	45µM*	-4%&-26%[88.5 µM]	-23%&4%[87.6 µM]
COc1ccc(CC(=O)N2CC(c3nnc(C(C)C)o3)C3(CCOCC3)C2)cc1Cl (stereo not given)
  32%[activator]	i	-2%	15	-1%	2%	2%
O=c1ncn(Cc2ccccc2)c2ccc(-c3ccc(F)cc3)nc12
  52%[activator][87.6 µM]	-33%[172 µM]	?	13	7%[172 µM]	1%[88.5 µM]	10%[87.6 µM]
Cc1ccc(-n2nc(C)c3c(C(F)(F)F)cc(-c4cccnc4)nc32)cc1Cl
  ?	·	·	-8	·	·	1%
N#Cc1cccc(-c2cn3c(n2)N(C(=O)C2CCC2)CCC3)c1
  40%[activator]	?	-6%	12	?	4%	-6%
O=C(NC1CCN(CC(F)(F)F)CC1)c1ccc(-c2cccc(F)c2)nc1
  ·	·	·	15	·	i	-25%
CCOC(=O)c1nn(Cc2ccccc2)c2c1CN(C(=O)CC1C(=O)Nc3ccc(OC)cc31)CC2 (stereo not given)
  -4%	6%	3%	3	0%	3%	0%
COc1ccc(OCc2nc(C3CN(C(=O)c4ccc(C)nc4)C3)no2)cc1
  -15%	-12%	-21%	9	-8%	3%	-1%
O=C(CCc1nc(-c2cccnn2)no1)NC1CCCCCCC1
  8%	2%	1%	5	0%	1%	-6%
CCC1CCC(C(=O)NC(C(=O)NCCN(CC(C)C)CC(C)C)C(C)C)CC1 (stereo not given)
  -8%	·	·	-15	·	·	-4%
Cc1ccc(CN2CCCCCCN(C)C(=O)[C@@H]3CCC[C@@H]32)s1
  -7%	?	?	13	1%	2%	8%
Cc1ccc(C(=O)N2CCN(C(=O)c3nc4cccnc4n(Cc4ccccc4)c3=O)CC2)cc1
  -3%	-5%	-29%	4	·	i	2%
O=C(NCCc1ccc(Cl)cc1)c1ccc(Cn2c(=O)c3cccn3c3cccnc32)cc1
  10%	·	·	4	·	·	-6%
Cn1cc(-c2ccncc2)cc1C(=O)N1CCN(c2cccc(Cl)c2)CC1
  ?	?	?	-5	3%	-16%	-12%
COC(=O)N1CCCN(c2ccc3nnc(C)n3n2)CC1
  ·	-3%[172 µM]	-27%[138 µM]	-3	·	·	·
COc1ccc(-n2c(SCc3nc(-c4ccc(C)cc4)no3)nnc2-c2ccncc2)cc1
  63%[activator]	·	·	-24	·	·	14%
COc1ccc(C(=O)NCc2ccnc3[nH]ccc23)cc1
  -9%[87.6 µM]	-1%[172 µM]	-20%[138 µM]	1	-15%[172 µM]	5%[88.5 µM]	3%[87.6 µM]
Cc1cc(C(=O)N[C@H](c2ccccn2)C2CC(O)C2)c2c(C)noc2n1 (stereo not given in full)
  -24%	-22%	-11%	9	-2%	i	11%
CC1(C(=O)NCc2ccc(F)cc2)CCCc2cnc(Nc3cccnc3)nc21 (stereo not given)
  -18%[87.6 µM]	-16%[172 µM]	?	-7	-12%[172 µM]	1%[88.5 µM]	-14%[87.6 µM]
CC(C)CNC(=O)N1CCc2nc(-c3ccccc3)[nH]c2C1
  47%[activator]	-22%	-29%	9	·	3%	4%
CCN(C(=O)C1CCC(CNS(=O)(=O)c2cccc3nsnc23)CC1)c1ccc(C)c(C)c1 (stereo not given)
  22%	·	·	21	·	·	6%
CCOc1ccccc1CN1C[C@@H](CO)[C@H](c2nc(C)no2)C1
  -6%	-14%	-18%	-8	-3%	i	4%
COC1CCN(C(=O)c2ccc(C(C)(C)C)cc2)CC(=O)N(C)c2ccccc21 (stereo not given)
  ·	?	-25%	-10	·	·	·
CCOc1ccc(CC(=O)NCC(c2cccs2)S(=O)(=O)c2ccc(F)c(C)c2)cc1 (stereo not given)
  8%	·	·	-2	·	·	-7%
CCc1ccc(CNC(=O)C2CCN(c3nc4ccccc4nc3C(F)(F)F)CC2)cc1
  6%	·	·	18	·	·	0%
CC1=C[C@@H](CNCc2cccnc2)[C@H](C(C)C)C[C@H]1Cc1nnc(-c2ccc(N(C)C)cc2)o1
  ?	18µM*	?	7	-8%	-13%	?
Cn1c(=O)c2c(nc(CN3CCN(c4ccccc4F)CC3)n2Cc2ccc(F)cc2)n(C)c1=O
  12%	·	·	27	·	·	4%
Cc1ccsc1CCN1C(=O)N(c2ccccc2)C(=O)C1CC(=O)Nc1ccc(Cl)cc1 (stereo not given)
  ?	·	·	-12	·	·	?
COc1ccc(CN2CCCCC23Cc2ccccc2CNC3=O)cc1 (stereo not given)
  7%	-11%	i	-13	·	i	-21%
CC(=O)Nc1ccc(NC(=O)Cn2c(C)cc3nc4n(c(=O)c32)CCCCC4)cc1
  -6%	11%	i	6	-1%	-6%	-13%
FC(F)(F)c1cccc(C2=NOC3(CCCN(CC4CCCCC4)C3)C2)c1 (stereo not given)
  22%	?	-20%	9	·	?	20%
C=C1C(OC(C)=O)CCC2(C)CC3(OC)OC(=O)C(C)=C3CC12 (stereo not given)
  ·	·	·	24	·	0%[27.3 µM]	1%
CC(=O)N1CCN(c2ncccc2CNCc2ccc(CC(C)C)cc2)CC1
  20%	?	?	10	13%	?	-4%
C#C[C@]1(O)CC[C@H]2[C@@H]3CCc4cc(OC5CCCC5)ccc4[C@H]3CC[C@@]21C
  -54%[25.6 µM]	·	·	-1	·	-2%	-26%[23.9 µM]
COc1ccc(-c2c(C(=O)NCc3cccc(OC)c3)nc3sccn23)cc1
  23%[87.6 µM]	?	?	-2	·	5%[88.5 µM]	-24%[87.6 µM]
CN1c2cc(C(=O)NCc3ccc(F)cc3)ccc2C(=O)N2CCCCCC21 (stereo not given)
  -38%	?	-24%	8	-3%	i	?
Fc1cnc(N2CCCC(OCc3cccnc3)C2)nc1N1CCOCC1 (stereo not given)
  -12%	?	?	-3	2%	i	-6%
CCS(=O)(=O)Nc1ccc(C2(C(=O)NCc3cccc(F)c3)CCCCC2)cc1
  -7%	1%	-2%	3	-4%	-12%	3%
O=c1cc(-c2ccccc2)nc2cc(-c3ccc(F)cc3)[nH]n12
  29%	·	·	-21	·	·	-2%
CCC(C)Sc1oc(-c2ccco2)nc1S(=O)(=O)c1ccc(C)cc1 (stereo not given)
  -7%	·	·	-10	·	·	-8%
Cc1cnc(C2CCC2)n1CC1CCN(C(=O)c2cccc(C#N)c2)C1 (stereo not given)
  11%	-8%	-21%	11	·	3%	1%
Cc1ccc(S(=O)(=O)NC[C@H]2O[C@@H](CO)[C@@H](O)[C@H]2N2CCCC2)cc1
  10%[87.6 µM]	i	i	7	0%[172 µM]	5%[88.5 µM]	-1%[87.6 µM]
COc1ccccc1CNC(=O)c1ccc2nc(N3CCCCC3)sc2c1
  79%[activator]	·	·	0	·	·	6%
COCC1CN(C(C)=O)CC12CCN(Cc1cc(OC)cc(OC)c1)CC2 (stereo not given)
  -26%	-5%	-5%	26	4%	i	1%
COc1cccc(CSc2nc3cc(OC)c(OC)cc3c3nc(CCn4nc(C)cc4C)nn23)c1
  38%[activator]	·	·	35	·	·	-10%
CSC1=NC2(CCN(C(=O)NC3CCCCC3)CC2)N=C1c1ccc(C)c(C)c1
  66%[activator]	·	·	-8	·	·	1%
O=C1NC(=NC2CCCC2)C2(CCCN(Cc3cccnc3)C2)N1c1cccnc1 (stereo not given)
  -3%	i	?	-8	·	-1%	-1%

Sorted by formula weight (falling): part of the list above
Order of results – SNCA expr inh	HEK cytotox	NIH3T3 tox	IP6K1 inhibitor	FLuc inh	GPT2 inh	SNCA viab count
CC1=C[C@@H](CNCc2cccnc2)[C@H](C(C)C)C[C@H]1Cc1nnc(-c2ccc(N(C)C)cc2)o1
  ?	18µM*	?	7	-8%	-13%	?
Fc1cnc(N2CCCC(OCc3cccnc3)C2)nc1N1CCOCC1 (stereo not given)
  -12%	?	?	-3	2%	i	-6%
Cc1ccc(S(=O)(=O)NC[C@H]2O[C@@H](CO)[C@@H](O)[C@H]2N2CCCC2)cc1
  10%[87.6 µM]	i	i	7	0%[172 µM]	5%[88.5 µM]	-1%[87.6 µM]
